Compound activity from PubChem BioAssay.
H69AR growth 86K = blocks growth of human H69AR lung tumor cells; 85,000 compounds, 6% hits; H69AR lung tumor viability, ATP luminescence, 72 h; stronger effect = lower value; viability, % at 10 µM;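 active = viability at or below 40%; inactive = viability above 40%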;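 also: multidrug resistant small cell line overexpressing MRP-1 efflux transporter; 100% = mean luminescence of untreated control wells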
Lung fibro prol = blocks proliferation of human lung fibroblasts. viability, % at 10 µM. 85,000 compounds, 1.1% hits. LL 47 human lung fibroblast viability, ATP luminescence; stronger effect = lower value. AID 719;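 active = viability at or below 50% in the single dose screen; inactive = viability above 50%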;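 also: compound exposure lasted 72 h before the ATP readout; 100% = median luminescence of untreated cell-only wells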
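Test system: LL 47 human lung fibroblasts / Quantity: 1,150 cells in each well / Medium: IMEM growth medium with 15% fetal bovine serum / Incubation: 72 h compound exposure at 37 °C after overnight plating / Detection: CellTiter-Glo luminescence measuring cellular ATP / Read-out: % viability versus median cells-only luminescence / Benchmarks: cell-only wells, no compound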
CYP2C19 inhib = blocks human cytochrome P450 2C19 | inhibition, % at 5 µM | 96,000 compounds, 21% hits | CYP2C19 Supersomes, luciferin-H EGE luminescence, 30 min | AID 778;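 active = CYP2C19 inhibition above a set limit at 5 µM in the primary screen, cut at about 50% in these data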;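 also: plate controls were negative control wells for no effect and 2.5 mM tranylcypromine positive control for full effect; values of inactives mirror those of a sister screen read the other way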
Target sequence (P33261 whole entry, looked up): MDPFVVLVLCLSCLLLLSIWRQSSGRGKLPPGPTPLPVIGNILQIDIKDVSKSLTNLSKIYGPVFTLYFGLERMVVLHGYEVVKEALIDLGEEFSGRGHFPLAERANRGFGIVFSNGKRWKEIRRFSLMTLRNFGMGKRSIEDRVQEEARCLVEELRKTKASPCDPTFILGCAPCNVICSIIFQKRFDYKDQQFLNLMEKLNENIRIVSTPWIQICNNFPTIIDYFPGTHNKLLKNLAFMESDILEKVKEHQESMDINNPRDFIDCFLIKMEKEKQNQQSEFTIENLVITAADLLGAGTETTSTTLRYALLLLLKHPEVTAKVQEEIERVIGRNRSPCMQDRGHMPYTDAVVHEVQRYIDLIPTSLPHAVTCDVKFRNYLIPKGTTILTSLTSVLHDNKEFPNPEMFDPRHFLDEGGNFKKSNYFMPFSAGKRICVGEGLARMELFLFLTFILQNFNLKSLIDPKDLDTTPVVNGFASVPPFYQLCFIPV
ERa SRC1 inh = ER-alpha (human) coactivator binding inhibition; P03372; TR-FRET ER-alpha LBD / SRC-1 peptide, estradiol-bound; inhibition, % at 25.6 µM; 86,000 compounds, 1.7% hits; in the data active = inhibition above about 50%;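 also: 0% = receptor plus peptide control and 100% = peptide only without receptor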
Target sequence (P03372 whole entry, looked up, the tested form may be a part): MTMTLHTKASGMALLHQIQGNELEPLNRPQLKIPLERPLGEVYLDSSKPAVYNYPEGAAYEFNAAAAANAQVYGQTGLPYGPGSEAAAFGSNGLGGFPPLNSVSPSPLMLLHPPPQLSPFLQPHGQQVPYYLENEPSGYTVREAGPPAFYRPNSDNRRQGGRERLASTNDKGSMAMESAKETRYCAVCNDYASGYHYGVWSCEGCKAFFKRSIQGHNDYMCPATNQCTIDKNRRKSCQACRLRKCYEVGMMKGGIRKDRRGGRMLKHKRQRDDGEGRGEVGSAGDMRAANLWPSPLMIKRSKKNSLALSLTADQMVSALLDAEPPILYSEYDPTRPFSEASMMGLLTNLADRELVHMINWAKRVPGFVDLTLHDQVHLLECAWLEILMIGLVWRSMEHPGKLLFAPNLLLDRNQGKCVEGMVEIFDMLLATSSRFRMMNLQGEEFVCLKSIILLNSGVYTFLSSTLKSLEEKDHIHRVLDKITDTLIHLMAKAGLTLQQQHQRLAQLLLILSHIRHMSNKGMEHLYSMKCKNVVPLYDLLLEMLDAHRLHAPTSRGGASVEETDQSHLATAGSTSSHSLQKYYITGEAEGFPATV
HUVEC prolif 384 = blocks proliferation of human endothelial cells. AID 648. HUVEC proliferation, CellTiter-Glo luminescence, 72 h; stronger effect = lower value. 86,000 compounds, 1.1% hits. viability, % at 10 µM (by protocol);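 active = viability at or below 30%; inactive = viability above 30%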;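 also: 100% = median luminescence of DMSO-only cell control wells on each plate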
CYP2C19 activ = increases human CYP2C19 enzyme activity. 96,000 tested, under 10 active. recombinant CYP2C19, luciferin-H EGE luminescence; stronger effect = higher value; 0 = fully inhibited enzyme, 1 = untreated enzyme. AID 1025. P33261. activation factor at 5 µM;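 active = activation factor of at least 2 at 5 µM in the primary screen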;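 also: 0 = wells with 2.5 mM tranylcypromine and 1 = vehicle-only wells; values of inactives mirror those of a sister screen read the other way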
Mac1 fbg inh = inhibitors of human CD11b/CD18 binding to fibrinogen; P05107+P11215; K562 CD11b/CD18 adhesion to fibrinogen, ATPlite luminescence; Mn2+ added to activate the integrin; inhibition, % at 10 µM; 93,000 compounds, 0.54% hits; AID 1497;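 active = primary inhibition of 50% or more at 10 µM, then 40% or more on retest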; also: some results filed as inactive read as strong as hits
Mac1 fbg enh = enhancers of human CD11b/CD18 binding to fibrinogen | K562 CD11b/CD18 adhesion to fibrinogen, ATPlite luminescence | P05107+P11215 | activation, % at 10 µM | AID 1499 | 93,000 compounds, 0.07% hits;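 active = 10 µM primary screen giving 50% or more activity, confirmed by 40% or more on retest at that dose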; also: strong numbers were not always called active; reference of the scale not given here
ERa coact pot = enhances coactivator binding to human estrogen receptor alpha | AID 639 | TR-FRET ERalpha-LBD/SRC-Cy5 coactivator binding, 2 h; 100 = basal binding, no effect | coactivator binding (% of control), % at 25.6 µM | 86,000 compounds, 1.3% hits; in the data active = activity above about 200%;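 also: binding measured in presence of low estradiol as agonist stimulus; 0% = peptide alone without receptor and 100% = receptor with peptide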
The depositor's hits bear a star; [ ] = remark or other dose.

For CCOC(=O)c1[nH]c(=O)[nH]c1CSc1ccccn1 the results were H69AR growth 86K 82, Lung fibro prol 99, CYP2C19 inhib -9, ERa SRC1 inh -1[fluorescence artefact?], HUVEC prolif 384 94, CYP2C19 activ 1.1, Mac1 fbg inh -6, Mac1 fbg enh 9 and ERa coact pot 111.
Screening O=S(=O)(Nc1cccnc1)c1ccc2c(c1)OCCO2 returned H69AR growth 86K 91, Lung fibro prol 105, CYP2C19 inhib 58*, ERa SRC1 inh 3, HUVEC prolif 384 96, CYP2C19 activ 0.4, Mac1 fbg inh -22, Mac1 fbg enh 3 and ERa coact pot 105.
`Cn1nnnc1SCCNC/C=C/c1ccccc1` gave H69AR growth 86K 92, Lung fibro prol 114, CYP2C19 inhib 80*, ERa SRC1 inh 10, HUVEC prolif 384 95, CYP2C19 activ 0.2, Mac1 fbg inh 1, Mac1 fbg enh -6 and ERa coact pot 88.
Screening Cc1ccc(S(=O)(=O)n2nc(-c3cccnc3)nc2N)cc1 returned H69AR growth 86K 93, Lung fibro prol 101, CYP2C19 inhib 7, ERa SRC1 inh 1, HUVEC prolif 384 103, CYP2C19 activ 0.9, Mac1 fbg inh 0, Mac1 fbg enh -4 and ERa coact pot 97.
Screening CC1CN(C(=O)C2CCCN2S(=O)(=O)c2ccc(Cl)cc2)CC(C)O1 (stereo not drawn) returned H69AR growth 86K 81, Lung fibro prol 102, CYP2C19 inhib 6, ERa SRC1 inh 0, HUVEC prolif 384 93, CYP2C19 activ 0.9, Mac1 fbg inh 1, Mac1 fbg enh 4 and ERa coact pot 124.
For COc1ccc(-c2nnc(SCC(=O)c3cccs3)o2)cc1 the results were H69AR growth 86K 72, Lung fibro prol 95, CYP2C19 inhib 18, ERa SRC1 inh 10, HUVEC prolif 384 96, CYP2C19 activ 0.8, Mac1 fbg inh -4, Mac1 fbg enh -4 and ERa coact pot 120.
Cc1nn(Cc2c(F)c(F)c(F)c(F)c2F)c(C)c1NC(=O)c1c([N+](=O)[O-])cnn1C was read as CYP2C19 inhib 16, CYP2C19 activ 0.8, Mac1 fbg inh 0 and Mac1 fbg enh -2.
Screening Cc1ccccc1NC(=O)CC1SC(=O)N(c2ccccc2)C1=O (stereo not drawn) returned H69AR growth 86K 105, Lung fibro prol 103, CYP2C19 inhib 30, ERa SRC1 inh -1, HUVEC prolif 384 91, CYP2C19 activ 0.7, Mac1 fbg inh 0, Mac1 fbg enh -5 and ERa coact pot 105.
`Cc1cccc(N2C(=O)N(c3ccccc3C)C3CS(=O)(=O)CC32)c1` (stereo not drawn) gave H69AR growth 86K 91, Lung fibro prol 99, CYP2C19 inhib 27, ERa SRC1 inh -1, HUVEC prolif 384 105, CYP2C19 activ 0.7, Mac1 fbg inh 15, Mac1 fbg enh 10 and ERa coact pot 114.
`CC1(C)CC2(CCCN3C(=O)CSC32)CCS1` (stereo not drawn) gave H69AR growth 86K 99, Lung fibro prol 99, CYP2C19 inhib 20, ERa SRC1 inh 10[fluorescence artefact?], HUVEC prolif 384 98, CYP2C19 activ 0.8, Mac1 fbg inh -1, Mac1 fbg enh -2 and ERa coact pot 114.
Screening CC(=O)c1c(C)nc(-c2ccc(Cl)cc2)nc1N=CN(C)C returned H69AR growth 86K 73, Lung fibro prol 91, CYP2C19 inhib 37, ERa SRC1 inh 24[fluorescence artefact?], HUVEC prolif 384 83, CYP2C19 activ 0.6, Mac1 fbg inh -22, Mac1 fbg enh -6 and ERa coact pot 195[fluorescence artefact?].
For Cc1cc(C)n(-c2cccc3cccnc23)n1 the results were H69AR growth 86K 94, Lung fibro prol 98, CYP2C19 inhib -14, ERa SRC1 inh 13, HUVEC prolif 384 93, CYP2C19 activ 1.1, Mac1 fbg inh 0, Mac1 fbg enh 6 and ERa coact pot 109.
For O=C(c1ccc(COc2ccc(Cl)cc2)o1)N1CCN(Cc2ccc3c(c2)OCO3)CC1 the results were H69AR growth 86K 101, Lung fibro prol 101, CYP2C19 inhib 16, ERa SRC1 inh 6[fluorescence artefact?], HUVEC prolif 384 101, CYP2C19 activ 0.8, Mac1 fbg inh 70, Mac1 fbg enh -2 and ERa coact pot 85.
For C=CCn1c(NC(=O)c2ccccc2)c(C#N)c2nc3ccccc3nc21 the results were H69AR growth 86K 97, Lung fibro prol 101, ERa SRC1 inh 74*[fluorescence artefact?], HUVEC prolif 384 55 and ERa coact pot 36[fluorescence artefact?].
Cc1nnc(-n2ncc(C#N)c2N)c2nn(-c3cccc(Cl)c3)c(C)c12 was read as H69AR growth 86K 91, Lung fibro prol 105, ERa SRC1 inh 0[fluorescence artefact?], HUVEC prolif 384 99 and ERa coact pot 100.
Screening O=C(CSc1nc2ccccc2o1)c1ccccc1 returned H69AR growth 86K 92, Lung fibro prol 97, ERa SRC1 inh 32, HUVEC prolif 384 86 and ERa coact pot 91.
For CCCN1C(=O)N(C)C(N(O)C(=O)NC)C1(C)C (stereo not drawn) the results were H69AR growth 86K 106, Lung fibro prol 100, CYP2C19 inhib 8, ERa SRC1 inh 3, HUVEC prolif 384 97, CYP2C19 activ 0.9, Mac1 fbg inh 0, Mac1 fbg enh -1 and ERa coact pot 107.
Screening CCOC(=O)c1nnn(-c2nonc2N)c1CS(=O)(=O)c1ccccc1 returned H69AR growth 86K 89, Lung fibro prol 101, CYP2C19 inhib 63*, ERa SRC1 inh -9, HUVEC prolif 384 101, CYP2C19 activ 0.4 and ERa coact pot 108.
CC1=C(C(=O)Nc2ccccc2C)C(c2cccnc2)n2nc(CCCO)nc2N1 (stereo not drawn) was read as H69AR growth 86K 102, Lung fibro prol 94, CYP2C19 inhib -15, ERa SRC1 inh -9, HUVEC prolif 384 94, CYP2C19 activ 1.2, Mac1 fbg inh -9, Mac1 fbg enh -6 and ERa coact pot 111.
`O=C(CN1CCN(Cc2ccc(F)cc2Cl)C1=O)NCCCN1CCOCC1` gave H69AR growth 86K 96, Lung fibro prol 102, CYP2C19 inhib 10, ERa SRC1 inh 4, HUVEC prolif 384 113, CYP2C19 activ 0.9, Mac1 fbg inh -6, Mac1 fbg enh -2 and ERa coact pot 126.
O=c1oc2c(CN3CCOCC3)c(O)ccc2c2c1CCC2 was read as H69AR growth 86K 104, Lung fibro prol 105, CYP2C19 inhib 8, ERa SRC1 inh 13, HUVEC prolif 384 106, CYP2C19 activ 0.9, Mac1 fbg inh -3, Mac1 fbg enh 3 and ERa coact pot 81.
COC(=O)c1cccc(NC(=O)CCSc2ccc(Cl)cc2)c1C was read as CYP2C19 inhib 45, CYP2C19 activ 0.6, Mac1 fbg inh -22 and Mac1 fbg enh -2.
`COc1cccc(C2CC(C(F)(F)F)n3ncc(C(=O)Nc4c(C)n(C)n(-c5ccccc5)c4=O)c3N2)c1` (stereo not drawn) gave H69AR growth 86K 89, Lung fibro prol 105, ERa SRC1 inh -5, HUVEC prolif 384 96 and ERa coact pot 118.
For CCN(CC)c1ccc(NC(=O)Cn2nnc(-c3cccc(OC)c3OC)n2)c(C)c1 the results were H69AR growth 86K 96, Lung fibro prol 102, CYP2C19 inhib 8, ERa SRC1 inh 4[fluorescence artefact?], HUVEC prolif 384 94, CYP2C19 activ 0.9, Mac1 fbg inh 1, Mac1 fbg enh 41 and ERa coact pot 117.
For CC1CC(NC(=O)Cc2ccc(Br)cc2)CC(C)(C)C1 (stereo not drawn) the results were H69AR growth 86K 97, Lung fibro prol 88, ERa SRC1 inh -1, HUVEC prolif 384 98 and ERa coact pot 98.
CNC(=O)c1ccccc1NC(=O)c1ccc(C)c(S(=O)(=O)N2CCCCC2)c1 was read as H69AR growth 86K 65, Lung fibro prol 96, CYP2C19 inhib 70*, ERa SRC1 inh -2, HUVEC prolif 384 96, CYP2C19 activ 0.3, Mac1 fbg inh 2, Mac1 fbg enh -3 and ERa coact pot 115.
For CC(C)CNC1=CC(=O)CC(c2ccco2)C1 (stereo not drawn) the results were H69AR growth 86K 94, Lung fibro prol 101, CYP2C19 inhib 55*, ERa SRC1 inh 42[fluorescence artefact?], HUVEC prolif 384 96, CYP2C19 activ 0.4, Mac1 fbg inh -7, Mac1 fbg enh 14 and ERa coact pot 64.
Cn1c(C(=O)NCCN2CCN(Cc3ccccc3)CC2)cc2c(=O)n(C)c3ccccc3c21 was read as H69AR growth 86K 52, Lung fibro prol 85, ERa SRC1 inh -3, HUVEC prolif 384 74 and ERa coact pot 100.
CCN(Cc1nc2ccccc2c(=O)[nH]1)Cc1cc(=O)oc2cc(OC)ccc12 was read as CYP2C19 inhib 46, CYP2C19 activ 0.5, Mac1 fbg inh 11 and Mac1 fbg enh -1.
Screening Cc1nc2scc(-c3ccc(Cl)cc3)c2c(=O)o1 returned H69AR growth 86K 59, Lung fibro prol 103, CYP2C19 inhib 5, ERa SRC1 inh 3, HUVEC prolif 384 79, CYP2C19 activ 0.9, Mac1 fbg inh -10, Mac1 fbg enh 8 and ERa coact pot 132.
`COc1ccc(NC(=O)CCN2CCN(S(=O)(=O)c3ccc(C(C)C)cc3)CC2)cc1` gave H69AR growth 86K 86, Lung fibro prol 99, CYP2C19 inhib 38, ERa SRC1 inh -5, HUVEC prolif 384 105, CYP2C19 activ 0.6, Mac1 fbg inh 8, Mac1 fbg enh 1 and ERa coact pot 108.
`Cc1nc(NC(=O)c2csc3ccccc23)sc1C` gave H69AR growth 86K 41, Lung fibro prol 74, CYP2C19 inhib -6, ERa SRC1 inh -4, HUVEC prolif 384 89, CYP2C19 activ 1.1, Mac1 fbg inh -3, Mac1 fbg enh -3 and ERa coact pot 119.
`COc1ccc(-c2nnc(SCc3csc(N)n3)n2C)cc1` gave H69AR growth 86K 87, Lung fibro prol 102, CYP2C19 inhib 8, ERa SRC1 inh -5, HUVEC prolif 384 90, CYP2C19 activ 0.9, Mac1 fbg inh 3, Mac1 fbg enh -2 and ERa coact pot 107.
Screening O=C(Cn1c(NCCO)nc2ccccc21)c1ccc(Cl)cc1 returned H69AR growth 86K 105, Lung fibro prol 98, CYP2C19 inhib 8, ERa SRC1 inh -12, HUVEC prolif 384 88, CYP2C19 activ 0.9, Mac1 fbg inh 8, Mac1 fbg enh 0 and ERa coact pot 102.
For COc1cccc(N(CC(=O)N2CCN(C)CC2)S(=O)(=O)c2ccc(C)cc2)c1 the results were H69AR growth 86K 91, Lung fibro prol 92, CYP2C19 inhib -8, ERa SRC1 inh -6, HUVEC prolif 384 96, CYP2C19 activ 1.1, Mac1 fbg inh 8, Mac1 fbg enh -3 and ERa coact pot 136.
COc1cccc(C(=O)N(Cc2nc(-c3cccc(C)c3)no2)C(C)C)c1OC was read as H69AR growth 86K 81, Lung fibro prol 95, CYP2C19 inhib 74*, ERa SRC1 inh 2, HUVEC prolif 384 105, CYP2C19 activ 0.3, Mac1 fbg inh 10, Mac1 fbg enh 6 and ERa coact pot 91.
For CC(C)(C)C(=O)Nc1ccccc1C(=O)Nc1ccccn1 the results were H69AR growth 86K 89, ERa SRC1 inh -17, HUVEC prolif 384 93 and ERa coact pot 97.

2 entries drawn at random from the list so far:
For COc1cccc(N(CC(=O)N2CCN(C)CC2)S(=O)(=O)c2ccc(C)cc2)c1 the results were H69AR growth 86K 91, Lung fibro prol 92, CYP2C19 inhib -8, ERa SRC1 inh -6, HUVEC prolif 384 96, CYP2C19 activ 1.1, Mac1 fbg inh 8, Mac1 fbg enh -3 and ERa coact pot 136.
`COc1ccc(-c2nnc(SCc3csc(N)n3)n2C)cc1` gave H69AR growth 86K 87, Lung fibro prol 102, CYP2C19 inhib 8, ERa SRC1 inh -5, HUVEC prolif 384 90, CYP2C19 activ 0.9, Mac1 fbg inh 3, Mac1 fbg enh -2 and ERa coact pot 107.
